# High-throughput results deposited in PubChem by The Scripps Research Institute Molecular Screening Center.
# TEAD-YAP inh: TEAD-YAP interaction inhibition; inhibition, % at 9.12 µM; HEK-TIYL cells, TEAD-Gal4/YAP UAS-luciferase luminescence; AID 1259422; 640,000 tested, 1.4% active; in the data active means inhibition above about 32%;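 further: 0% = median of test compound wells and 100% = reference inhibitor wells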
# MITF inh: human MITF inhibition, primary screen; O75030; AlphaScreen MITF homodimerization, bead proximity signal; inhibition, % at 2.6 µM; 650,000 tested, 0.91% active; in the data active means inhibition above about 50%;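 further: 0% = vehicle wells with protein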
# GPR151 ag: human GPR151 activation | Q8TDV0 | PathHunter beta-arrestin GPR151 cells, luminescence | activation, % at 11.2 µM | 650,000 tested, 1% active; in the data active means activation above about 4.9%;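 further: 0% = median of compound wells and 100% = cells with positive control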
# Target sequence (Q8TDV0 whole entry, looked up): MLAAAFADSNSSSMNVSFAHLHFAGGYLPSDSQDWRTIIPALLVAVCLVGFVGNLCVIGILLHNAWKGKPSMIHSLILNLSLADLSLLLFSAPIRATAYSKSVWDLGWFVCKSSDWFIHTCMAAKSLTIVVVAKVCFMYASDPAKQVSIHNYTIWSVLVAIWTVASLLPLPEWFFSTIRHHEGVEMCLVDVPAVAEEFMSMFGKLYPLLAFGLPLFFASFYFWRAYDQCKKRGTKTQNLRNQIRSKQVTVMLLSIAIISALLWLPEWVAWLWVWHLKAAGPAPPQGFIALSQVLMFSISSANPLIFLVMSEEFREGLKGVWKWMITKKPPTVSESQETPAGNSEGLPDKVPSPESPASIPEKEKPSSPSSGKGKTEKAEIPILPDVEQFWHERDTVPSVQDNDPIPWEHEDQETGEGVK
# FBW7 activator: human FBW7 E3 ligase activation, primary screen | AID 1259310 | Q969H0 | 650,000 tested, 0.13% active | AlphaScreen FBW7–phospho-cyclin E peptide binding, activator screen | normalized activity (activation), % at 26.1 µM; in the data active means normalized activity above about 1.9%;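 further: purified mutant Fbw7 with reduced substrate affinity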
# Active calls of the source: *; & = joins results of further samples.
# Values run as follows: TEAD-YAP inh, MITF inh, GPR151 ag, FBW7 activator
CN1CCN(c2ccc(C(=O)NC3C4CC5CC(C4)CC3C5)cc2[N+](=O)[O-])CC1 (centres undefined)
→ -21.5, -5.6, 2.2, -0.4
CC(=O)Cc1nsc(Nc2ccccc2)n1
→ -35.1, 39.4, 1.6, -0.2
COc1cc(CNC(C)(C)CO)c(Cl)cc1OC(C)C
→ 4.5, 11.8, 1.0, 0.0
COc1ccc(NC(=O)CNC(=O)c2ccc([N+](=O)[O-])cc2)cc1
→ 2.5, -20.6, 2.0, -0.1
Nc1nc(Nc2ccc(F)cc2)sc1C(=O)c1ccc(F)cc1
→ -0.1, 5.2, 0.6, -0.1
Cc1cccc(NC(=O)Cn2cnc3c(cnn3-c3cccc(Cl)c3)c2=O)c1C
→ -2.4, 14.5, 0.5, 0.9
CN1CCN(C(=O)c2ccc(-c3nccc(NCc4cccnc4)n3)cc2)CC1
→ 9.5, 8.8, 0.6, 0.1
Cc1cc(C(=O)NCc2ccc(F)cc2)n(-c2ccccc2)n1
→ 11.0, 7.8, -1.2, 0.7
COc1ccc(OCC(O)CNC2CCCC2)cc1 (centres undefined)
→ 6.7, 11.7, 0.2, 0.1
CC1CCC(N(C(=O)c2csnn2)C(C(=O)NC(C)(C)C)c2cccnc2)CC1 (centres undefined)
→ 1.1, 5.1, 0.3, 0.1
O=C(CNc1ccc(I)cc1)N/N=C/c1c(O)ccc2ccccc12
→ 10.3, -7.2, -0.5, 0.1
O=[N+]([O-])c1ccccc1/C=C/CN1CCN(CCOCCO)CC1
→ 5.2, 49.1, 5.4*, -0.3
CCOc1ccc(OCCC(=O)Nc2ccc(-c3cn4ccsc4n3)cc2)cc1
→ -0.5, -8.9, -2.7, 0.3
CCOc1ccc(CN(C)C(=O)CCl)cc1
→ 30.7, 16.6, 1.2, 0.4
CCC(C(=O)NCC1CCCO1)n1nc(C)c2sc3ccccc3c2c1=O (centres undefined)
→ -3.5, 7.0, 1.8, 0.3
COC(=O)c1c(NC(=O)Nc2ccccc2)sc(C)c1C
→ -15.7, 0.4, -1.3, -0.4
Cc1cnc(C(=O)N2CCc3c([nH]c4ccccc34)C2c2ccc(F)cc2)cn1 (centres undefined)
→ -0.2, -0.4, 0.2, 0.1
Cc1ccc(/C=N\NC(=O)CSc2nc(C)cc(C)n2)cc1
→ -1.8, 1.6, -0.3, 0.1
CC(=O)N1CCc2cc(Br)cc(S(=O)(=O)NN3CCN(c4ccc(F)cc4)CC3)c21
→ -20.9, 6.2, -1.1, -0.1
Fc1ccc(-c2cc(C(F)(F)F)n3nc(-c4ccc(Cl)cc4)cc3n2)cc1
→ 3.5, 24.1, -0.5, 0.1
CC(=O)Nc1cccc(-c2nnc(SCC(=O)Nc3cc(Cl)ccc3C)n2C)c1
→ 12.6, 14.7, -0.6, 0.9
O=C(CCn1cccc1)N1CCN(c2ccccc2F)CC1
→ -6.5, 0.7, 0.7, -0.3
CNC(=O)CN(c1cccc(C)c1C)S(=O)(=O)c1ccc(C)cc1
→ 7.9, 14.2, -1.3, 0.7
CCNC(=O)N1CCC2(CC1)OCc1cc(Br)ccc1O2
→ -0.4, 12.1, -0.3, 0.1
O=C(NCCCN1CCN(c2cccc(Cl)c2)CC1)c1ccc(Cn2c(=S)[nH]c3ccc(Br)cc3c2=O)cc1
→ 5.2, 11.2, -1.2, 0.0
O=C1CSC(c2cccc(O)c2)N1Cc1ccccc1 (centres undefined)
→ -4.2, 6.5, -0.5, -0.1
O=C(NCc1ccccn1)c1ccc(Cn2c(=S)[nH]c3ccc(Br)cc3c2=O)cc1
→ 11.4, 13.9, -0.1, 0.5
COc1ccc(C(=O)/C=C(\C)Nc2ccccc2OC)cc1
→ 4.1, 13.2, -0.6, 0.5
CC1(C)CC(NC(=O)c2ccc(C#Cc3ccccc3)cc2)CC(C)(C)N1
→ -8.3, -1.1, 0.5, -0.1
Cc1nc2ccccc2c(=O)n1NCc1ccccc1
→ -8.4, 12.3, -0.3, 0.0
Cc1cccc(N2C(=O)CSC2c2cccnc2)c1 (centres undefined)
→ -2.6, 7.0, -0.1, -0.1
Cc1ccc(Cn2cnc3c(nnn3-c3ccc(C)c(C)c3)c2=O)cc1
→ -3.4, -3.1, -0.1, 0.4
C/C(=N\Nc1nnc2c(n1)[nH]c1ccc(C)cc12)c1ccc(O)cc1
→ -5.2, -17.2, 3.5, -0.1
O=C(CN1C(=O)CCC1=O)Nc1ccc2c(c1)C(=O)NC2=O
→ 3.5, -1.5, 0.1, 0.1
Cc1ncc2c(c1CNS(=O)(=O)c1ccsc1)CCN(C(=O)C1=CCCCC1)C2
→ 0.6, 9.2, 0.2, -0.2
C=CCNC(=S)N1CCN(S(=O)(=O)c2ccc(C)cc2)CC1
→ 6.1&-6.1&0.0, -17.6&10.2&-9.9, 0.2&0.9&-0.7, 0.1&0.1&-0.2
Fc1ccc(C2N(c3ccccc3)CCN2c2ccccc2)cc1
→ -6.5, -6.2, 0.1, -0.1
Brc1ccc2c(c1)C1CC(c3ccco3)=NN1C(c1cccs1)O2 (centres undefined)
→ -6.3, 14.3, -0.5, 0.3
COC(=O)CCC(=O)N1CCC(C(Cc2ccccc2)N(C)C(=O)CN(C)C)CC1 (centres undefined)
→ -4.5, 15.6, 0.2, -0.1
Cc1ccc(N2CC(C(=O)NC(C)c3ccccc3)CC2=O)cc1 (centres undefined)
→ 3.4, -12.2, -1.3, 0.0
COCCN(Cc1ccc(F)cc1)C(=O)c1cc2ccccc2oc1=O
→ 14.7, -6.5, -0.4, -0.1
O=C(O)C1CCN(C(=O)c2ccccc2)CC1
→ 0.3, -0.1, -0.3, 0.1
CSCCC(NC(=O)/C(=C\c1ccc2c(c1)OCO2)NC(=O)c1ccco1)C(=O)O (centres undefined)
→ 2.1, -2.0, -0.8, -0.1
COCCNC(=O)C(=O)Nc1cccc(OC)c1
→ -29.6, 17.5, -3.0, 1.1
COc1ccc(NCC(O)Cn2c3ccc(Cl)cc3c3cc(Cl)ccc32)cc1 (centres undefined)
→ 9.9, 3.6, 1.0, -0.1
CC(=O)Nc1ccc(C(=O)OCC(=O)NC(=O)NC2CCCCC2)cc1
→ -1.4, -5.4, 0.1, -0.1
O=C(CSc1ncccn1)Nc1cc(F)c(F)cc1F
→ 6.4, 0.2, 0.0, 0.0
C=CCN1C(=O)/C(=C\c2ccc(-c3ccc(OC)cc3[N+](=O)[O-])o2)C(=O)NC1=S
→ 10.1, 23.1, 0.2, -0.3
Cc1ccccc1-n1cc(CNC(=O)CC2C(=O)NCCN2Cc2ccccc2F)cn1 (centres undefined)
→ 16.1, -0.2, 0.2, 0.5
Cc1ccc(C(=O)Nc2ccc(Br)cc2)cc1S(N)(=O)=O
→ -50.3, 8.3, -0.3, 0.2
Cc1ccccc1Nc1nc(-c2ccccc2)cs1
→ -37.8, 16.1, 0.5, 0.0
Cc1c(C(=O)N(C)c2ccc(C(C)C)cc2)sc2ncn(CC(=O)N3CCCCC3C)c(=O)c12 (centres undefined)
→ 6.8, -13.5, -0.7, -0.2
O=C(NC(=S)Nc1cccc2nsnc12)c1ccccc1Cl
→ -6.9, 19.7, -1.5, -0.1
CC1=C(C(=O)OC2CCC(C)C(C)C2)C(c2ccc(Cl)cc2)NC(=O)N1 (centres undefined)
→ 2.1, -4.7, 0.6, -0.1
CCCc1noc(CN2CCC(c3cccc(OC)c3OC)C2)n1 (centres undefined)
→ -3.0, 18.6, -0.4, 0.5
CCCCNS(=O)(=O)c1cc(C(=O)O)c(Cl)cc1Cl
→ 4.5, 1.7, 0.1, -0.1
O=C(O)c1cccc(NC(=O)c2ccc3c(c2)C(=O)N(c2cccc([N+](=O)[O-])c2)C3=O)c1
→ -11.4, 3.4, 0.8, -0.1
COc1ccc(OCc2nc(-c3cccnc3)no2)cc1
→ 0.4, 13.9, -0.4, 0.1
COCCNC(=O)C(=O)NNC(=O)C(C)Oc1ccc(Cl)cc1Cl (centres undefined)
→ -4.9, 5.8, -0.2, -0.7
CN(C)C(=O)CCC(=O)N(C1CC1)C1CCN(Cc2ccccc2)CC1
→ -1.1, 9.0, 1.3, 0.0

# (continued)
# Values run as follows: TEAD-YAP inh, MITF inh, GPR151 ag, FBW7 activator
COc1ccc(OCC(=O)N/N=C/c2ccccc2)cc1
→ 0.7, 2.9, 0.9, -0.1
CCC1C(C#N)=C(N)OC2=C1C(=O)CC(C)(C)C2 (centres undefined)
→ 11.3, -8.2, 0.5, 0.3
O=C(Nc1cccc(O)c1)c1ccc(-c2ccccc2)cc1
→ 83.8*, -1.3, -2.7, 0.4
Cc1ccc(NC(=O)c2c[nH]n3c(=O)cc(C4CCNCC4)nc23)cc1
→ -0.5, 3.8, -0.7, -0.1
Cn1c(=O)[nH]c(=O)c2c1nc(NCc1ccccc1)n2CCO
→ -5.5, 1.2, -0.1, -0.1
COc1ccc(Nc2cc(C(=O)NCCCN3CCCC3=O)c3ccccc3n2)c(OC)c1
→ 9.9, 3.9, 0.0, -0.1
CCCn1nnnc1SCC(=O)Nc1sc(C)c(C)c1C#N
→ 7.0, 3.6, -0.8, 0.1
CCc1ccc(NC(=O)Cn2nnc(-c3ccccc3N)n2)cc1
→ 16.8, 7.9, 1.8, -0.1
CCOC(=O)c1sc2ncn(Cc3ccc(C(C)(C)C)cc3)c(=O)c2c1C
→ -8.3, 6.5, -1.2, 0.1
Cc1cccn2c(=O)c3cc(C(=O)N4CCc5ccccc54)n(C)c3nc12
→ 8.7, 7.8, 0.5, -0.1
COC(=O)C1=CN(Cc2ccc(Cl)cc2)C=C(C(=O)OC)C1c1ccccc1Cl
→ 5.9, -2.5, -0.1, 0.2
COc1ccccc1-c1cn2c(NC(=O)c3ccccc3)cnc2cn1
→ 5.4, 1.3, -0.2, -0.2
O=C1NC(=S)NC(=O)C1=Cc1cccc(OCc2ccc(C(=O)O)cc2)c1
→ -56.3, 9.3, -7.3, 0.3
CCN1C/C(=C\c2ccc(OCC(=O)O)c(OC)c2)c2nc3ccccc3c(C(=O)O)c2C1
→ -3.8, 4.4, -0.6, -0.1
CCCc1nc2ccccc2n1CC(=O)Nc1ccccc1
→ -2.9, 14.0, -1.5, 0.1
COc1ccc(C2c3cccn3CCN2C(=O)Nc2ccc(OC)cc2OC)cc1 (centres undefined)
→ -3.6, 19.0, -2.0, 0.1
O=C(CSc1nc2cc(C(=O)NCc3ccco3)ccc2c(=O)n1-c1ccc(F)cc1)c1ccc(Cl)cc1
→ -12.0, -8.0, -0.7, -0.1
COc1ccccc1Nc1nc(N)nc(CN2CCN(c3ccccc3)CC2)n1
→ -1.4, 2.4, 0.2, -0.3
CCC(CC)=NNC(=O)C(=O)NCc1ccccc1
→ 0.7, 1.0, 0.8, 0.0
COc1ccc(-c2ccc(C(=O)NCc3ccc4c(c3)CCO4)c(N(C)C(C)=O)n2)cc1
→ -6.2, 1.7, 1.3, 0.4
O=C(COc1ccccc1F)N1CCCCC1
→ -25.2, 9.8, 2.3, -0.3
CCOc1cc(C(=O)Nc2ccc(N3CCOCC3)c(Cl)c2)cc(OCC)c1OCC
→ -0.5, 6.3, -0.2, 0.1
